# Compound activity from PubChem.
# IDE act = human IDE activators in live cells, primary screen, fluorescence polarization, HEK cells, FAbeta-B substrate. FAbeta-B cleavage; 0% vehicle, 100% cell-free pure enzyme wells. activation, % at 5.96 µM. Insulin-degrading enzyme (Homo sapiens), P14735. actives 0.073% (n = 340,000);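 active = activation above the mean of all tested compounds plus 3 SD, set per screening campaign, cut at about 17% in these data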
# UBC9 SUMO inh = inhibitors of in vitro SUMOylation cascade, primary screen, biochemical, HTRF, uHTS; SUMO-conjugating enzyme UBC9 (Homo sapiens), P63279; inhibition, % at 35 µM; HTRF SUMOylation assay, SAE1/SAE2 + UBC9; actives 0.36% (n = 290,000); in the data active = inhibition above about 50%, passing the limit was not always enough; note: strong numbers were not always called active
# Target sequence (P63279 whole entry, looked up): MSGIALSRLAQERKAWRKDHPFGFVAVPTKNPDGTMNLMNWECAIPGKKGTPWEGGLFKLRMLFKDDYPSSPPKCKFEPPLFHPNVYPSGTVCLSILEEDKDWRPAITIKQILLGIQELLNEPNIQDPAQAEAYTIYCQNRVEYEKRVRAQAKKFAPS
# DNA FID counter = compounds displacing fluorescent DNA intercalator, primary screen, artefact control for HCV NS3 helicase inhibitor project, biochemical, FID fluorescence. actives 0.17% (n = 290,000). AID 1845, 2009. inhibition, % at 7.9 µM. DNA fluorescent intercalator displacement; in the data active = inhibition above about 37%;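 note: 0% = vehicle and 100% = reference compound; higher means more ethidium bromide displaced from hairpin DNA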
# MEKK3 PB1 HTS = modulators of MEKK3-MEK5 PB1 binding, primary screen, biochemical, wildtype MEKK3, multiplex bead flow cytometry, Alexa488-MEK5 | Mitogen-activated protein kinase kinase kinase 3 (Homo sapiens), Q99759 | bead-based flow cytometry, Alexa488-MEK5 binding to MEKK3; actives lie on both sides; 0 = blocked by unlabeled MEK5, 100 = vehicle | binding response (% of control), % at 10 µM | actives 1.4% (n = 290,000) | AID 1529, 2009;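 active = binding response more than 3 SD above or below the average of its plate-row segment, actives on both sides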;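 note: Alexa488 bead fluorescence after subtracting the streptavidin-only scavenger bead signal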
# Target sequence (Q99759 whole entry, looked up): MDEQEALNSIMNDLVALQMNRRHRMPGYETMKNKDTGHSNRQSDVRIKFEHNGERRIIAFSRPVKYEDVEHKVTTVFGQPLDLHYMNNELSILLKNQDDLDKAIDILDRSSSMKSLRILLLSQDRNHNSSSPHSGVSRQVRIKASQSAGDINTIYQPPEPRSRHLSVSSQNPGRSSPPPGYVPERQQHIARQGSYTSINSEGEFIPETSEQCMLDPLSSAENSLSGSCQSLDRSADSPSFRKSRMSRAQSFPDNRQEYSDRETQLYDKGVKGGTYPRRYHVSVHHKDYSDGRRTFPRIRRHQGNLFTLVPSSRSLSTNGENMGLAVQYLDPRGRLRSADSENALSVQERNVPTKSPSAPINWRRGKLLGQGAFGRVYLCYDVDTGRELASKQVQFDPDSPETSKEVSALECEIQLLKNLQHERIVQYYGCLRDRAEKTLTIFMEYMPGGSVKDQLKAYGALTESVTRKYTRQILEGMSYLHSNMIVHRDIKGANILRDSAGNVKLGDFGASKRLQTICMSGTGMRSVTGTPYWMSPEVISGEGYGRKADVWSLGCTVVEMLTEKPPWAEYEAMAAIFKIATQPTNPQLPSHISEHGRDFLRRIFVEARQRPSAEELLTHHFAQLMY
# NS3 helicase inh = inhibitors of HCV NS3 helicase, primary screen, biochemical, Cy5 molecular beacon fluorescence; actives 0.56% (n = 290,000); NS3 helicase DNA unwinding; inhibition, % at 10.9 µM; AID 1800, 2009;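 active = inhibition above the mean of all tested compounds plus 3 SD, set per campaign, cut at about 35% in these data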;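 note: 0% = DMSO wells and 100% = thioflavine S control wells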
#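 Compound dosing – single dose, 10.9 µM nominal final, DMSO 0.8% final · System – NS3 helicase fragment of HCV · Buffer or medium – MOPS pH 6.5, MgCl2, DTT, Tween20, BSA · Signal – Cy5 beacon fluorescence read at start and 1 h · Also added – annealed dual-labelled DNA beacon duplex, ATP-started · Schedule – 1 h at 25 °C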
# IMP-1 inhibitor = IMP-1 metallo-beta-lactamase inhibitors, primary screen, biochemical, epi-absorbance readout, Pseudomonas aeruginosa enzyme. metallo-beta-lactamase IMP-1 (Pseudomonas aeruginosa). purified IMP-1, nitrocefin hydrolysis, epi-absorbance fluorescence. inhibition, % at 5.6 µM. actives 0.45% (n = 290,000);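 active = inhibition above the mean plus 3 SD of all compounds in the same screening run, cut at about 4.5% in these data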;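 note: 0% = IMP-1 with DMSO and 100% = DMSO wells lacking enzyme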
#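 System: Purified IMP-1 | Read-out basis: Percent enzyme inhibition | Controls: IMP-1 with DMSO as 0%, enzyme-free DMSO as 100% | Replicates: One well per compound | Doses: 5.6 µM nominal single concentration | Detection: Epi-absorbance fluorescence, 480 nm excitation, 530 nm emission | Incubation: 25 °C, 15 min preincubation, 25 min reaction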
# PHOSPHO1 block = PubChem AID 1565. inhibition, % at 13.3 µM. Phosphoethanolamine/phosphocholine phosphatase (Homo sapiens), Q8TCT1. recombinant PHOSPHO1, absorbance phosphatase assay. actives 1.1% (n = 290,000); in the data active = inhibition above about 60%
# Target sequence (Q8TCT1 whole entry, looked up): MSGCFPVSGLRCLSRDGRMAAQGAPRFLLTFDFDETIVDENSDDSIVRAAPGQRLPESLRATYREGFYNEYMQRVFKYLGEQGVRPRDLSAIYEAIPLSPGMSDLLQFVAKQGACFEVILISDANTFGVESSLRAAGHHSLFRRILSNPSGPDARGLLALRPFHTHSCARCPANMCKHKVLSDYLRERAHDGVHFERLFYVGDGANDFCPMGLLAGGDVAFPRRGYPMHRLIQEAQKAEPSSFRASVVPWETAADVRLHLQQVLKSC
# VIM-2 inh = VIM-2 metallo-beta-lactamase inhibitors, primary screen, biochemical, epi-absorbance readout, Pseudomonas aeruginosa enzyme; actives 0.89% (n = 290,000); inhibition, % at 5.6 µM; purified VIM-2, nitrocefin hydrolysis, epi-absorbance fluorescence; AID 1527, 2009;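 active = inhibition above the mean of all tested compounds plus 3 SD, cutoff set per screening run, cut at about 7.5% in these data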;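 note: red hydrolysis product quenches plate fluorescence so inhibitors raise well fluorescence; 0% = enzyme with DMSO and 100% = DMSO without enzyme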
# pCIP destab = p/CIP-EGFP fusion destabilizers, primary screen, fluorescence, F442A cells. AID 1984, 2009. decrease of EGFP signal, % at 10 µM. 16 h. actives 0.01% (n = 290,000);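 active = EGFP signal decrease of at least 30% at 10 µM or well 3 SD below plate mean, unless failing retest; inactive = the rest, including hits failing retest or dose response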; note: some compounds called inactive have numbers as strong as hits; many of its hits are not listed in these tables
# * marks the source's active call; other numbers are inactive results; nt = not tested or not shown. These rows are one share of the data. The share of hits here may be higher or lower than overall.
SMILES,IDE act,UBC9 SUMO inh,DNA FID counter,MEKK3 PB1 HTS,NS3 helicase inh,IMP-1 inhibitor,PHOSPHO1 block,VIM-2 inh,pCIP destab
COC(=O)Cc1c(C(=O)OC)nnn1-c1ccc(OC)cc1,0,21,-2,104,9,-3.6,20,0.6,-11
O=C(CCN1C(=O)/C(=C/c2ccccc2F)SC1=S)NCCc1ccc(O)cc1,-2,nt,-25,106,7,-1.4,47,-2.8,-15
CS(=O)(=O)c1cnc(-c2ccccc2)nc1-c1ccccc1Cl,-1,-8,-11,103,-6,-2.8,-5,-1.0,-4
Cc1ccc(OCC(=O)Nc2ccc(NC(=O)c3ccco3)cc2)c(C)c1,-2,21,-31,104,2,-3.9,27,-2.0,-10
CCCCn1c(N)nc2ccccc21,0,-1,1,99,-7,-2.6,-5,-0.9,-10
COC(=O)Cc1ccc(NC(=S)N2CCCC(C)C2)cc1 (stereo unspecified),2,-6,-4,91,4,-0.1,-11,-3.0,-5
CCC(C)(C)NC(=O)c1ccc2c(c1)N(CC(=O)N1CCCC1)C(=O)C(C)(C)O2,2,5,-18,108,-2,-3.8,24,-1.3,-4
COc1ccc(S(=O)(=O)N(C)CC(=O)NCCc2ccccc2)cc1OC,2,-6,-17,104,2,-1.3,20,-0.3,1
CCC1CC2(C)NC(=O)c3c(sc4c3CC(C)(C)OC4)N2C1=O (stereo unspecified),7,12,-5,nt,-6,1.5,84*,1.2,-8
COc1ccc(-c2c(C#N)sc(C(N)=O)c2-c2ccc(OC)cc2)cc1,0,12,-15,87,-16,2.1,25,0.0,-22
COc1ccc(CN2C(=O)c3cccnc3C2Nc2cc(Cl)c(OC)cc2OC)cc1 (stereo unspecified),2,22,-16,98,-1,-2.7,14,-2.9,-8
CCOC(=O)c1ccc(Cl)c(NC(=O)c2ccc(-c3ccccc3)cc2)c1,1,15,-2,100,3,-3.4,66*,-1.1,1
CCN(C(=O)CN1CCCCC1)C1(C)C(=O)c2ccccc2C1=O,2,15,-1,140*,7,-1.5,13,-2.1,-8
COc1ccc(NS(=O)(=O)c2cc(NC(=O)c3cccnc3Cl)ccc2N2CCCC2)cc1,3,4,-22,102,-9,-3.2,27,-1.5,-10
CC1(C)CC(=O)C2=C(C1)OC(N)=C(C#N)C2C1C=CCCC1 (stereo unspecified),-6,-7,-3,105,-3,-2.4,0,-4.2,4
CN(C)C(=O)C(=O)c1cccn1-c1cccc(Cl)c1C#N,1,-10,0,97,14,-1.5,20,-0.5,-8
O=C(NCc1ccco1)c1cccc2c1C(=O)N(C1CCCCC1)C2,-2,-5,-4,101,6,-0.3,16,-5.0,-1
Cn1ncc2c(NNC(=O)c3ccc(Cl)cc3Cl)ncnc21,0,-22,-6,86,-5,0.6,0,1.6,-2
Cc1ccc(S(=O)(=O)NCCCC(=O)N2CCC(C)CC2)cc1,-2,10,-23,111,2,-1.8,14,-2.0,-6
COc1cc2c3nc4n(c(=O)c3n(CC(=O)NCC3CCCO3)c2cc1OC)CCS4 (stereo unspecified),3,24,-12,102,-9,-0.5,11,-0.2,-10
Cc1ccc(-c2nnn(CC(=O)N(CC(=O)NC3CCCC3)c3cccc(F)c3)n2)o1,3,8,-32,100,-12,-3.8,32,-1.7,-14
Nc1ccc(/C=C/C(=O)c2cccs2)cc1,-27,11,5,106,-16,-1.3,-11,-5.3,0
CC1=C(C(=O)Nc2ccccn2)C(c2cccnc2)n2nnnc2N1 (stereo unspecified),0,8,3,98,-14,-2.4,4,0.2,-4
CCN(Cc1ccccc1)c1ccc(N=Nc2nn(C)c(C)c2[N+](=O)[O-])cc1,7,-31,8,97,-10,-3.4,-7,-0.4,-5
CC(=O)c1ccc(N2CCN(c3ccc(S(=O)(=O)NCCCN(C)C)cc3[N+](=O)[O-])CC2)cc1,-2,2,36,106,-46,-2.4,2,1.2,2
CC(C)CCNC(=O)C1CCC(CNc2c(N3CCC(C)CC3)c(=O)c2=O)CC1 (stereo unspecified),6,16,-32,101,6,-3.6,-2,-3.6,-2
Cc1cc(C)c2c(n1)nn1c(N3CCN(c4cccc(Cl)c4)CC3)cc(C)nc21,nt,nt,-6,nt,-5,-11,nt,-6.4,nt
O=c1cc(-c2ccc(Cl)c(Cl)c2)[nH][nH]1,7,-5,-7,105,21,-2.7,-7,-2.6,-6
O=C(NCc1n[nH]c(=S)n1-c1ccc([N+](=O)[O-])cc1)c1ccc(S(=O)(=O)N2CCOCC2)cc1,4,4,5,101,13,-1.4,16,-0.5,-13
O=[N+]([O-])c1cc(/C=N/O)ccc1N1CCCC1,-4,2,-4,73,0,-1.1,2,1.1,1
FC(F)(F)c1ccc(Oc2ccc3cc(Br)ccc3c2)nc1,4,-23,-3,122,-4,-0.9,-9,-1.5,3
COc1ccc(C(=O)NC2CCN(C(=O)NC3CCCCC3)CC2)cc1,-1,9,-1,101,-3,-2.7,11,-2.3,-3
CCOC(=O)C1CCN(C(=O)CC(NS(=O)(=O)c2ccc(OC)cc2)C(C)C)CC1 (stereo unspecified),1,-12,-23,104,-4,-3.4,11,-1.8,-4
O=C(NNC(=O)c1cc2ccccc2o1)c1ccc(Cl)cc1,-1,-26,-1,106,4,-3.5,14,-2.3,13
CCCCC(C(=O)NC1CCCC1)N(Cc1ccccc1)C(=O)c1snc(C(N)=O)c1N (stereo unspecified),1,0,-30,98,7,-0.9,14,0.4,8
O=C(NCc1nc2ccccc2[nH]1)C1=C[C@H](c2ccc3c(c2)OCO3)C[C@H](OCCCCO)O1,7,0,-20,101,-4,-3.2,40,-3.9,-13
COc1ccc(N2CCN(Cc3cc(=O)oc4cc(C)c(Cl)c(C)c34)CC2)cc1,-4,-10,2,106,7,0.4,4,0.8,-10
Cc1ccc(OCC(O)CN2C(=O)NC(C)(C)C2=O)c(C)c1 (stereo unspecified),2,13,-8,103,14,-2.9,10,-2.2,-16
Cc1ccc(NC(=O)CCc2nnc3ccc(NCc4ccco4)nn23)cc1,1,8,-37,99,9,-2.4,38,-2.5,0
COc1cccc(NC(=S)N(CCc2ccc(OC)c(OC)c2)Cc2ccccn2)c1,-4,-2,-17,100,-11,-3.5,32,-2.4,-8

# Some of these compounds in order of number of heavy atoms, smallest number first:
SMILES,IDE act,UBC9 SUMO inh,DNA FID counter,MEKK3 PB1 HTS,NS3 helicase inh,IMP-1 inhibitor,PHOSPHO1 block,VIM-2 inh,pCIP destab
O=c1cc(-c2ccc(Cl)c(Cl)c2)[nH][nH]1,7,-5,-7,105,21,-2.7,-7,-2.6,-6
O=[N+]([O-])c1cc(/C=N/O)ccc1N1CCCC1,-4,2,-4,73,0,-1.1,2,1.1,1
CN(C)C(=O)C(=O)c1cccn1-c1cccc(Cl)c1C#N,1,-10,0,97,14,-1.5,20,-0.5,-8
Cc1ccc(OCC(O)CN2C(=O)NC(C)(C)C2=O)c(C)c1 (stereo unspecified),2,13,-8,103,14,-2.9,10,-2.2,-16
Cc1ccc(S(=O)(=O)NCCCC(=O)N2CCC(C)CC2)cc1,-2,10,-23,111,2,-1.8,14,-2.0,-6
COc1ccc(C(=O)NC2CCN(C(=O)NC3CCCCC3)CC2)cc1,-1,9,-1,101,-3,-2.7,11,-2.3,-3
COc1ccc(S(=O)(=O)N(C)CC(=O)NCCc2ccccc2)cc1OC,2,-6,-17,104,2,-1.3,20,-0.3,1
Cc1ccc(NC(=O)CCc2nnc3ccc(NCc4ccco4)nn23)cc1,1,8,-37,99,9,-2.4,38,-2.5,0
COc1ccc(N2CCN(Cc3cc(=O)oc4cc(C)c(Cl)c(C)c34)CC2)cc1,-4,-10,2,106,7,0.4,4,0.8,-10
COc1cccc(NC(=S)N(CCc2ccc(OC)c(OC)c2)Cc2ccccn2)c1,-4,-2,-17,100,-11,-3.5,32,-2.4,-8
O=C(NCc1n[nH]c(=S)n1-c1ccc([N+](=O)[O-])cc1)c1ccc(S(=O)(=O)N2CCOCC2)cc1,4,4,5,101,13,-1.4,16,-0.5,-13

# Continuation.
SMILES,IDE act,UBC9 SUMO inh,DNA FID counter,MEKK3 PB1 HTS,NS3 helicase inh,IMP-1 inhibitor,PHOSPHO1 block,VIM-2 inh,pCIP destab
CCC(C)[C@H](N)c1nnc(SCC(=O)c2ccc(Cl)cc2)o1 (stereo partly specified),7,23,-5,87,-1,-2.8,79*,-4.0,-7
Cc1cc(C)c(N=C2C(=O)Nc3ccccc32)c(C)c1,4,-5,-11,99,2,-1.4,33,0.8,-5
OCC(O)/C=N/Nc1nc2ccccc2s1 (stereo unspecified),0,8,0,92,-7,-2.4,-2,-0.1,16
COc1ccc(N2C(=O)CSC23C(=O)Nc2ccccc23)cc1OC (stereo unspecified),2,22,-2,108,7,-0.5,-18,-1.1,-14
CC(Sc1nnc(C(F)(F)F)n1C)C(=O)Nc1ccc(S(N)(=O)=O)cc1 (stereo unspecified),3,15,-11,105,12,0.1,46,0.6,-10
Cc1ccc(NC(=O)N2CCc3ccccc32)cc1C,6,-3,-8,105,-1,-2.7,32,-2.6,-3
O=C(O)COc1ccc(/C=N/n2cnc3scc(-c4cccs4)c3c2=O)cc1,1,-3,0,102,-2,-1.7,21,-2.1,9
CC(C)c1cc(=O)n2c(nc3ccccc32)[nH]1,5,29,-5,104,3,-3.2,19,-0.1,-2
NC(=O)C1c2ccccc2CSc2ccccc21 (stereo unspecified),2,31,0,98,-1,-2.7,11,-3.2,-3
Cc1ccc(C)c(N(C(=O)c2csnn2)C(C(=O)NC2CCCC2)c2cccnc2)c1 (stereo unspecified),0,-1,-18,102,-2,-1.4,18,-0.5,-10
CN=c1scc(-c2ccc(Br)cc2)n1C,3,14,-2,102,2,-3.5,4,-3.8,-2
COc1ccc(N(C(=O)c2ccco2)C(C(=O)NC2CCCC2)c2ccc(N(C)C)cc2)cc1OC (stereo unspecified),4,10,-30,104,3,-2.2,1,-2.1,-6
